# Screening results (PubChem)
# HePTP inhibitor: inhibitors of human HePTP phosphatase; recombinant HePTP phosphatase activity, OD absorbance; inhibition, % at 20 µM; AID 521; hit rate 0.64% among 110,000; in the data active means inhibition above about 50%;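 further: plate controls were vehicle for no effect and reference inhibitor for full effect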
# Target sequence (P35236 whole entry, looked up): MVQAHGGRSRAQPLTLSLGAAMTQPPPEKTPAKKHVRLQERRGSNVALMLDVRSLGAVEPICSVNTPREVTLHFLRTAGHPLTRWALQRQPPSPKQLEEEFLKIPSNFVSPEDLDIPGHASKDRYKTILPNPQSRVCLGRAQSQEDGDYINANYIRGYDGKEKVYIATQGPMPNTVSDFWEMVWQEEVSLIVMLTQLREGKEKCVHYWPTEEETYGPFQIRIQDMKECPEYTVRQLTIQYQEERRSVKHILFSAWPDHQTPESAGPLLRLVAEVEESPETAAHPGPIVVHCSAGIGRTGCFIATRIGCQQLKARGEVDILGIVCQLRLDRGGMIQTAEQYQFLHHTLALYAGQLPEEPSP
# BAP1 inh: blocks human BAP1 ubiquitin-AMC hydrolysis; Q92560; recombinant BAP1, Ub-AMC hydrolysis fluorescence kinetic; stronger effect = lower value; activity remaining (% of control), % at 20 µM; hit rate 0.48% among 72,000; AID 436;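 active means activity remaining at or below 50% of control, provided the compound also passes the data quality filters; inactive means the rest, including low values that fail the filters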;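 further: 100% = DMSO wells rate and 0% = substrate alone blank rate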
# Target sequence (Q92560 whole entry, looked up): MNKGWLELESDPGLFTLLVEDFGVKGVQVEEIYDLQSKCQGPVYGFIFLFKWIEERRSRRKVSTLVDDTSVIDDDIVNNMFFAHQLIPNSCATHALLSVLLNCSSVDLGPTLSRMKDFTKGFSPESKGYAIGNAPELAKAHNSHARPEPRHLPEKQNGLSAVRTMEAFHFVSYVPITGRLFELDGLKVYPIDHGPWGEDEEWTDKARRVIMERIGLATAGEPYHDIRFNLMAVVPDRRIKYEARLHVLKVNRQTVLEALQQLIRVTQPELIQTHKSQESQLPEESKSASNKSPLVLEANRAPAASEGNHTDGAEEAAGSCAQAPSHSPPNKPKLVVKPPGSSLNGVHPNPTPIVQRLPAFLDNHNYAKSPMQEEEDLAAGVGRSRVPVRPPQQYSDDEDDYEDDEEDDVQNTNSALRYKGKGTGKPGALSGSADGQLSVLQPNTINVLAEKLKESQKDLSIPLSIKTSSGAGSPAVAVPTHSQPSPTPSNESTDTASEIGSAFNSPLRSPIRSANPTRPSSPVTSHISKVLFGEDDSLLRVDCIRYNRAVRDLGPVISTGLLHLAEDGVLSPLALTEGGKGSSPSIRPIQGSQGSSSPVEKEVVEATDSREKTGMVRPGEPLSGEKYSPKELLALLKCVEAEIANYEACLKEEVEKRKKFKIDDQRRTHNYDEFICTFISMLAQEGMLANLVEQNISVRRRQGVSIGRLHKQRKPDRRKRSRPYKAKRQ
# Numbers without * were called inactive; nt = not tested or not shown; & = joins results of further samples.
# Each structure is followed by: HePTP inhibitor | BAP1 inh
O=C(O)c1ccc(CS(=O)c2cccc(C(F)(F)F)c2)o1 (configuration not stated)
  8.9 | 94.8
COc1ccc(C2Nc3ccccc3C(=O)N2c2ccc(Br)cc2)cc1 (configuration not stated)
  -9.9 | nt
Cn1c(=O)c2c(nc(N3CCCCCC3)n2CC(=O)c2ccc(Br)cc2)n(C)c1=O
  10.6 | 101.0
O=C1NCCCC1C(=O)NCCNC(=O)C(F)(F)F (configuration not stated)
  7.2 | 104.0
COc1ccc(C(=O)CC(Nc2ccc([N+](=O)[O-])cc2)c2ccc(Cl)cc2)cc1 (configuration not stated)
  -11.2 | nt
O=C(NCCCn1ccnc1)c1ccccc1Br
  5.0 | nt
Cc1c(N2C(=O)S/C(=C\c3ccc(N(C)C)cc3)C2=O)c(=O)n(-c2ccccc2)n1C
  5.8 | nt
O=C(NC1=NCCS1)c1ccncc1
  2.9 | 128.9
COc1ccc(/C=C(/C#N)C(=O)Nc2cccc(Br)c2)c(C)c1
  -2.1 | nt
O=C1NC(=Nc2cccc(O)c2)S/C1=C\c1ccc(F)cc1
  7.0 | nt
CCOc1cccc(-c2nnc(NC(=O)c3ccco3)s2)c1
  10.5 | nt
CC1=C(C(=O)OCCOC(C)C)C(c2ccccc2Cl)NC(=O)N1 (configuration not stated)
  8.9 | nt
Cc1ccccc1NC(=O)c1cc(C(=O)Nc2ccccc2C)n(C)n1
  4.6 | nt
O=c1c2cccc3c2c(nn1CN1CCOCC1)-c1ccccc1-3
  1.4 | 95.0
O=C(OCc1nnc(-c2ccccc2)o1)c1ccc(S(=O)(=O)NCc2ccco2)cc1
  19.4 | 88.6
CCc1ccc(CN2CCN(C(=O)CC(C)C)CC2)cc1
  -6.6 | nt
COCCn1c(SCC(=O)Nc2sc(C)c(C)c2C#N)nnc1C(C)C
  -4.2 | 106.9
N#CCSc1nc2c(cc1C#N)CCCCCC2
  4.9 | 81.8
C/C(=C\C(=O)c1cccnc1)Nc1ccc(C)c(C)c1
  -3.2 | 85.4
CCc1ccc(NC(=O)c2c(-c3ccccc3)noc2C)cc1
  -4.7 | nt
CCOc1cc(-n2cnnn2)c(OCC)cc1NC(=O)c1cnccn1
  37.9 | 84.0
CCOC(=O)c1ccc(-c2ccc(/C=N/O)o2)cc1
  1.6 | nt
CCC1=NN2C(=N)/C(=C/c3ccc(-c4ccccc4[N+](=O)[O-])o3)C(=O)N=C2S1
  13.9 | nt
O=C(Nc1cc(C(F)(F)F)cc(C(F)(F)F)c1)c1cccc(Br)c1
  5.4 | nt
CCOc1ccc(-n2c(C)nc3cc(C(=O)NCc4ccco4)ccc32)cc1
  nt | 96.3
CCCCOCC(O)Cn1c(C)nc2ccccc21 (configuration not stated)
  -6.7 | 135.5
CCSc1nnc(-c2ccc(Cl)cc2)c2ccccc12
  -1.7 | nt
COc1ccc(C2CC(c3ccc(C)cc3)Nc3ncnn32)cc1 (configuration not stated)
  7.2 | 104.0
COC(=O)c1ccc(NC(=O)C2CC(=O)N(c3ccc(C)cc3)C2)cc1 (configuration not stated)
  -11.6 | nt
COCC(=O)N(Cc1cc2cc(OC)ccc2[nH]c1=O)c1ccc(C)cc1
  -6.9 | nt
Cc1cc(S(=O)(=O)N(Cc2ccccn2)Cc2ccco2)ccc1-n1cnnn1
  1.0 | 99.4
CCOC(=O)c1c(C)c(-c2ccccc2)n(CC(=O)N2CCN(C)CC2)c1C
  -7.1 | 86.9
Cc1cc(S(=O)(=O)NC2CCCC2)ccc1F
  3.6 | 107.7
CN1C(=O)C(CC(=O)N2CCN(C(c3ccccc3)c3ccccc3)CC2)N(C)C1=O (configuration not stated)
  6.3 | 69.7
O=C(Cn1c(=O)c2c(ncn2C2CCCC2)n(Cc2ccccc2)c1=O)N1CCc2ccccc21
  2.9 | 74.8
C=CCn1c(SCC(C)C)nc(O)c(Cc2ccccc2)c1=O
  12.0 | nt
CCOc1ccc(C(=O)Nc2cc3nn(-c4ccc(OC)cc4)nc3cc2C)cc1
  -1.4 | nt
CC(=O)NC1=NN(C(C)=O)C(C)(c2cccc(NC(C)=O)c2)S1 (configuration not stated)
  -9.1 | nt
Cc1cc(=O)[nH]c(Nc2ccccc2)n1
  -7.5 | 167.3
COc1ccc(C(=O)c2cccc(C(=O)c3ccc(OC)c(C)c3)c2)cc1C
  nt | 106.8
COc1ccccc1NS(=O)(=O)c1cc(C(=O)NCCN2CCOCC2)ccc1Cl
  8.4 | 112.5
O=S(=O)(c1ccc2oc(-c3ccncc3)nc2c1)c1ccc2oc(-c3ccncc3)nc2c1
  7.4 | 107.9
O=C(c1cccc(S(=O)(=O)N2CCCC2)c1)N1CCN(c2ccccc2F)CC1
  2.9 | 93.4
C/C(N)=C(/C#N)C(=O)CSc1nnnn1-c1ccc(C)cc1
  2.7 | 91.4
CC(=O)NS(=O)(=O)c1ccc(NS(=O)(=O)c2ccc(C)cc2)cc1
  2.4 | nt
O=C(O)CSc1nnc(-c2ccco2)n1-c1ccccc1
  0.8 | nt
CCCCc1ccc(NC(=O)CC(C)=O)cc1
  1.7 | 96.8
Nc1ncnc2c1nc(Br)n2C1OC2COP(=O)(O)O[C@@H]2C1O (some centres not stated)
  nt | 97.1
O=C(Nc1nccs1)c1ccc(S(=O)(=O)NCC2CCCCC2)cc1
  13.1 | 54.6
COc1ccc(C(=O)/C=C/Nc2ccc(Br)c(C)c2)cc1
  5.9 | nt

# Additional entries:
# Each structure is followed by: HePTP inhibitor | BAP1 inh
O=C(Nc1ccccc1N1CCCC1)c1ccco1
  1.7 | 113.2
CCc1nnc(NC(=O)c2cccc(S(=O)(=O)N3CCN(c4ccccc4)CC3)c2)s1
  4.2 | nt
CC1(C)OC2OC(COCc3ccccc3)C3OC(C)(C)OC3C2O1 (configuration not stated)
  2.0 | nt
COc1ccccc1-c1c(C)nn2c(C)c(C(C)=O)cnc12
  8.4 | nt
CC(=O)N1C(=O)C2(C(C#N)=C(N)Oc3c2c(C)nn3-c2ccccc2)c2ccccc21 (configuration not stated)
  -1.7 | 87.6
CCOc1cc(C(=O)Nc2ccc3c(c2)OCO3)ccc1OC(F)F
  3.6 | 102.8
CCOC(=O)C1C(=O)NC(N2CCN(CC)CC2)=NC1c1ccccc1 (configuration not stated)
  3.6 | 100.8
O=C(COC(=O)C(O)c1ccccc1)c1ccc2c(c1)OCCO2 (configuration not stated)
  -10.6&3.7 | nt
O=C(Nc1cc2ccccc2cc1NC(=O)c1ccc(N2C(=O)CCC2=O)cc1)c1ccc(N2C(=O)CCC2=O)cc1
  nt | 176.7
COc1cccc(C(=O)N2CCCc3ccccc32)c1
  6.7 | 95.0
Fc1c(F)c(C(F)(F)F)c(F)c(F)c1Oc1cccc2cccnc12
  -5.1 | nt
COCCn1c(=S)[nH]c2cc(C(=O)N3CCC(C(N)=O)(N4CCCCC4)CC3)ccc2c1=O
  -0.3 | 89.5
Cc1ccc(NC(=O)C(C)N2C(=O)c3ccccc3C2=O)c(C)c1 (configuration not stated)
  -11.3 | nt
CCOC(=O)C1CCCN(C(=O)N2CCOCC2)C1 (configuration not stated)
  -3.5 | 100.8
Cc1cc(-n2nc(C)cc2C)nc(NS(=O)(=O)c2ccccc2Cl)n1
  nt | 72.4
O=C(CN1CCN(c2ncccn2)CC1)N(Cc1ccccc1)c1ccc(F)cc1
  6.7 | 95.7
N=C1C(c2ccccc2)=C(O)C2CCc3ccccc3N12 (configuration not stated)
  14.7 | 109.3
Cc1ccc(-n2c(C)cc(/C=N/NC(=O)CN3CCOCC3)c2C)c(C)c1
  -13.4 | nt
COc1ccc(-n2c(N)c(Br)c(=O)[nH]c2=O)cc1
  9.6 | 74.7
O=C(COc1ccc(Cl)cc1)NCc1n[nH]c(=S)n1-c1cccc(C(F)(F)F)c1
  nt | 93.2
CCC(Sc1nc2ccccc2s1)C(=O)Nc1ccc([N+](=O)[O-])cc1 (configuration not stated)
  7.6 | nt
CCN1C(=O)/C(=C/c2cccs2)SC1=S
  -11.6 | nt
CC(C)CCn1cnc2c(cnn2-c2ccc(Cl)cc2)c1=O
  12.0 | 72.1
COc1ccc(C2C(=O)N(C3CCCCC3)CC(=O)N2Cc2ccc3c(c2)OCO3)cc1 (configuration not stated)
  -2.8 | 95.9
CCOC(=O)c1c(NC(=O)C(F)(OC)C(F)(F)F)sc(C(=O)N2CCCCC2)c1C (configuration not stated)
  10.9 | 105.7
Cc1ccc(S(=O)(=O)NCC(=O)N(CC(=O)NCc2ccco2)Cc2ccc3c(c2)OCO3)cc1
  -2.3 | 93.6
CCOC(=O)c1c2n(c3ccc(O)cc13)CCCCC2
  -4.8 | 86.2
COc1ccc(CNc2nc(SC)n[nH]2)cc1OC
  -8.3 | 103.6
Cc1cnc(NC(=O)CSc2nnc(-c3ccncc3)n2C2CCCCC2)s1
  -9.2 | 100.9
COc1ccccc1C1CN(c2ccccc2)N=C1c1cccs1 (configuration not stated)
  12.9 | nt

# Molecules from the list above containing a thiophene ring, fused or not:
# Each structure is followed by: HePTP inhibitor | BAP1 inh
COCCn1c(SCC(=O)Nc2sc(C)c(C)c2C#N)nnc1C(C)C
  -4.2 | 106.9
CCN1C(=O)/C(=C/c2cccs2)SC1=S
  -11.6 | nt
CCOC(=O)c1c(NC(=O)C(F)(OC)C(F)(F)F)sc(C(=O)N2CCCCC2)c1C (configuration not stated)
  10.9 | 105.7
COc1ccccc1C1CN(c2ccccc2)N=C1c1cccs1 (configuration not stated)
  12.9 | nt

# Going on with the list:
# Each structure is followed by: HePTP inhibitor | BAP1 inh
O=C(Nc1ccccc1)NC1CCCC1
  5.3 | nt
CCc1ncc(C(O)c2ccccc2OC)n1C (configuration not stated)
  -9.2 | nt
Cc1cccc(-n2c(SCC(N)=O)nnc2-c2ccccn2)c1C
  5.6 | 107.6
CC(NC(=O)CN1CCCCC1)C1CC2CCC1C2 (configuration not stated)
  -8.9 | nt
Cc1cc(N2CCN(S(=O)(=O)c3ccc4c(c3)OCCO4)CC2)n2ncnc2n1
  -1.9 | 99.1
COc1ccc(OC)c(S(=O)(=O)N2CCC(C(=O)N3CCN(Cc4ccccc4)CC3)CC2)c1
  -4.3 | 170.5
COc1ccc(S(=O)(=O)CCC(=O)N2c3ccccc3CC2C)cc1 (configuration not stated)
  2.0 | 100.3
CC1=C(C(=O)Nc2ccccc2)C(c2ccc(O)c(O)c2)NC(=S)N1 (configuration not stated)
  -22.9 | nt
CCOC(=O)c1c(C)oc2ccc(OCc3cccc(F)c3)cc12
  2.2 | nt
Cc1onc(-c2ccccc2Cl)c1C(=O)Nc1ccc(Cl)cn1
  nt | 92.9
COc1ccc2c(c1)C1CC(C)(NC(=O)C1C(=O)c1ccccc1)O2 (configuration not stated)
  6.7 | 83.9
Cc1ccc2nc(NC3=NCN(Cc4ccccc4)CN3)nc(C)c2c1
  7.4 | 85.4
O=C(CCC1N=C2c3ccccc3N=C(SCc3ccc(F)cc3)N2C1=O)NCc1ccco1 (configuration not stated)
  -12.6 | nt
COc1ncnc2c1N=C1CC(C)(C)CC(N)=C1S2
  5.1 | 76.9
COCCCNC(=O)CCCOc1ccccc1
  3.5 | 95.2
O=C(/C=C/c1ccccc1)NNC(=O)c1cccnc1
  -12.6 | nt
COc1ccc(C(=O)Nc2ccc(Cl)cc2C(=O)NCc2ccco2)cc1OC
  10.5 | 117.4
COc1ccc2oc(C(F)F)cc(=O)c2c1
  2.6 | nt
Cn1c(Nn2cnnc2)nc2ccccc21
  6.2 | 98.1
COc1ccc(C(N)=O)cc1NC(=O)c1cccnc1
  -5.9 | nt
N/C(CCN1CCCCC1)=N/O
  7.8 | 82.2
O=S(=O)(c1ccc(OCc2nc3ccccc3s2)c(Cl)c1)N1CCOCC1
  -6.4 | nt
COc1ccc(C(=O)Nc2nnc(N=Cc3ccc(Br)s3)s2)cc1
  nt | 166.7
CCC(=O)Nc1ccc(C(=O)n2nc(C)cc2C)cc1
  7.0&2.7 | 105.1
COc1cccc(/C=N/NC(=O)C(=O)N2CCCC2)c1
  -2.9 | nt
CC(C)OC(=O)CSc1nc2c(c(C3CC=CCC3)c1C#N)CCC2 (configuration not stated)
  nt | 84.1
Cc1ccc(C(=O)CC2(O)C(=O)N(Cc3ccccc3)c3ccccc32)o1 (configuration not stated)
  4.8 | 101.0
CCOC(=O)N1CCN(c2cc3nccnc3cc2F)CC1
  17.1 | 105.5
CC(=O)Nc1nonc1-c1ccccc1
  -3.7&-6.0 | 88.2
CN(CC(=O)NC(=O)NCc1ccco1)Cc1nc2ccccc2c(=O)[nH]1
  41.1 | 89.1
CN(C)c1ccc(/C=C2\SC(=S)N(c3ccccc3Cl)C2=O)cc1
  2.4 | nt
Cc1ccc(C2=C(C#N)C(N)=C(C#N)C3=CCCC32)c(C)c1 (configuration not stated)
  5.2 | nt
CCCCC(NS(=O)(=O)c1ccc(OC)cc1)C(=O)O (configuration not stated)
  0.7 | 85.5
Clc1ccc(CSc2nsc(SCc3ccc(Cl)cc3)n2)cc1
  -4.0 | nt
CCCCCCNC(=O)CC(NS(=O)(=O)c1ccc(NC(C)=O)cc1)C(C)C (configuration not stated)
  0.7 | 87.3
CCOc1ccc(-c2nnn(CC(=O)NCc3cccs3)n2)cc1
  2.7 | 88.5
CCOC(=O)CSC1=C(C#N)C(c2ccco2)C(C(=O)OCc2ccccc2)=C(C)N1 (configuration not stated)
  2.4 | nt
O=C1c2ccccc2-c2c(NC3CCCCC3)c(=O)[nH]c3cccc1c23
  8.7 | nt
O=C(O)C1C2C=CC(C3CC23)C1C(=O)NCc1ccccc1 (configuration not stated)
  -5.9 | nt
CC1CCN(C2=NC(=O)/C(=C/c3ccccc3O)S2)CC1
  -2.0 | nt
COc1ccccc1N(CC(=O)Nc1cccc(C)c1C)S(=O)(=O)c1ccccc1
  8.4 | nt
CCn1ncc(C2=NOC(C(=O)Nc3ccccc3C(=O)OC)C2)c1C (configuration not stated)
  6.1 | 100.1
CC(CCC(=O)Nc1nc2ccccc2s1)CC(=O)Nc1nc2ccccc2s1 (configuration not stated)
  7.7 | nt
Cc1cccc(NC(=O)/C(C#N)=C/c2cn(CC(=O)Nc3ccccc3)c3ccccc23)c1C
  1.9 | nt
